AGP1 TOR yeast = yeast TOR pathway AGP1-GFP modulation; AID 2066; S. cerevisiae AGP1-GFP multiplex flow cytometry, 3 h; GFP as percent of DMSO wells; 320,000 compounds, 0.02% hits; GFP response vs DMSO, % at 10 µM;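 active = GFP response relative to DMSO above a set limit, near screen average plus 3 SD, cut at about 150% in these data; inconclusive = fewer than 70 cells counted for the yeast strain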;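 also: median GFP channel fluorescence of the gated AGP1 strain per well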
VLA-4 inh = inhibition in a human VLA-4 binding assay; inhibition, % (about 7 µM as worked out from the volumes in the protocol); 330,000 compounds, 0.2% hits; P13612; VLA-4 expressing cells, ligand binding flow cytometry; in the data active = inhibition above about 50%
Target sequence (P13612 whole entry, looked up): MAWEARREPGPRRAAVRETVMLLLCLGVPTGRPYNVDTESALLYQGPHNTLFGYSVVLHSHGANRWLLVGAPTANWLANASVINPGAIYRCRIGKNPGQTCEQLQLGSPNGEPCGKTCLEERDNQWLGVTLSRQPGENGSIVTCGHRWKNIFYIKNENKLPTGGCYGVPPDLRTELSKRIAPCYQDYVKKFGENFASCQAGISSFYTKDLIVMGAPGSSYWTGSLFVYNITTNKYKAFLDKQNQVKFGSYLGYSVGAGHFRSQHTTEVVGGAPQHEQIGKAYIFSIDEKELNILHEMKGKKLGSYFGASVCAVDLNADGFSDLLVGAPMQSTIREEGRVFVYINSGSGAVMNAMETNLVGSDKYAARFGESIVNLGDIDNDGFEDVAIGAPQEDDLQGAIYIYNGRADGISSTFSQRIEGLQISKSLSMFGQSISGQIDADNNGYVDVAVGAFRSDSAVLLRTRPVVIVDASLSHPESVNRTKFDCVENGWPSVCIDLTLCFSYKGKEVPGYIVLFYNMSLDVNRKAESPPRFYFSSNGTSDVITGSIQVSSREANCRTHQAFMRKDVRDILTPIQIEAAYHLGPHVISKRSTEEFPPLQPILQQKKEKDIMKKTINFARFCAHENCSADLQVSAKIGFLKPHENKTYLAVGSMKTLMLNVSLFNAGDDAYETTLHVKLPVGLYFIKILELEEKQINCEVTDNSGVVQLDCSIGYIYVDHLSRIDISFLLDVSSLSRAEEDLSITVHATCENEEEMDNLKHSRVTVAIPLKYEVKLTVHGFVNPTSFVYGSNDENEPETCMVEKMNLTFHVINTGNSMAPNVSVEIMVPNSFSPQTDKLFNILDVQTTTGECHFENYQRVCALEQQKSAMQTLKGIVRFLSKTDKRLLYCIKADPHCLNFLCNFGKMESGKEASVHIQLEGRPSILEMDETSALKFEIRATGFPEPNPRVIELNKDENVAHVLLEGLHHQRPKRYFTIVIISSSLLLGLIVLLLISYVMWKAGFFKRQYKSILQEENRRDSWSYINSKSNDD
GRK2 inh = human GRK2 inhibition via aptamer displacement. 330,000 compounds, 0.59% hits. bead flow cytometry, FAM-aptamer displacement from GRK2. P25098. inhibition of aptamer binding, % at 10 µM;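 active = inhibition of aptamer binding above 40%, roughly 3 SD of noise, on plates passing a quality check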;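 also: median bead fluorescence of bound FAM aptamer so fluorescent compounds give negative values; no value below 0 was filed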
LAP4 TOR yeast = alters LAP4-GFP fluorescence in TOR pathway yeast screen. S. cerevisiae LAP4-GFP multiplex, flow cytometry GFP, 3 h; median GFP as percent of DMSO wells. GFP response vs DMSO, % at 10 µM. 320,000 compounds, 0.34% hits. AID 2023;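 active = GFP response vs DMSO above a set limit, about the screen mean plus 3 SD, cut at about 150% in these data; inconclusive = under 70 cell events counted for the yeast strain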
MEP2-GFP yeast = yeast TOR pathway MEP2-GFP modulation | S. cerevisiae MEP2-GFP strain, flow cytometry GFP, 3 h; 100% = DMSO control level | GFP response vs DMSO, % at 10 µM | 330,000 compounds, 0.51% hits | AID 2016;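 active = GFP response versus DMSO above a set limit, roughly screen mean plus 3 SD, cut at about 180% in these data; inconclusive = fewer than 70 cells counted for a yeast strain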;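 also: median GFP fluorescence of the barcode-gated MEP2-GFP cells per well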
CIT2 TOR yeast = yeast TOR pathway CIT2-GFP modulation. 320,000 compounds, 0.065% hits. S. cerevisiae CIT2-GFP strain, flow cytometry, 3 h; 100 means same as DMSO wells. GFP response vs DMSO, % at 10 µM. AID 2029;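 active = GFP response relative to DMSO above a set limit, near the screen mean plus 3 SD, cut at about 150% in these data; inconclusive = Fewer than 70 cells measured for a yeast strain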;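 also: ratio of well median GFP fluorescence to mean of DMSO wells on the plate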
JMJD2C inh = blocks human GASC-1 demethylase activity; Q9H3R0; GST-JMJD2C(1-420) H3K9me3 demethylation, DELFIA europium; inhibition, % at 2.35 µM; 330,000 compounds, 0.069% hits; AID 2099;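 active = more than half of a compound's replicate wells show inhibition beyond 50%, single wells judged on their own value; inconclusive = some, but no more than half, of replicates pass 50% inhibition; inactive = no replicate passes 50% inhibition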;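 also: signal counts dimethyl H3K9 product captured on neutravidin plate; 0% = median of DMSO wells and 100% = 0.3 times that DMSO median; strong numbers were not always called active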
RPL19A-GFP yeast = modulators of TOR pathway RPL19A-GFP in S. cerevisiae; S. cerevisiae RPL19A-GFP strain, flow cytometry, 3 h; stronger effect = lower value; percent response vs DMSO, % at 10 µM; 330,000 compounds, 0.3% hits; AID 2025;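 active = percent response vs DMSO below 50%; inconclusive = fewer than 70 events counted for the yeast strain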;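 also: median channel GFP fluorescence of the barcoded RPL19A-GFP strain; ratio of sample median GFP to plate DMSO average so 100% = DMSO; lower means less RPL19A-GFP as with rapamycin TOR inhibition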
The depositor's hits bear a star; ? = inconclusive; nt = not tested or not shown; & = joins results of further samples; [ ] = dose if it differs, or a comment. No enrichment for hits. Share with any hit: about 1.7%.

SMILES	AGP1 TOR yeast	VLA-4 inh	GRK2 inh	LAP4 TOR yeast	MEP2-GFP yeast	CIT2 TOR yeast	JMJD2C inh	RPL19A-GFP yeast
CCN(CC)CCN(C(=O)c1ccc([N+](=O)[O-])cc1)c1nc2ccc(OC)cc2s1	105	6	0	106	104	100	-6	102
COc1cc(-c2cc(=O)c3ccccc3o2)ccc1O	90	-12	0	108	102	97	0	101
O=C(c1cn(-c2ccccc2)nc1-c1ccccc1)n1nnc2ccccc21	108	0	0	108	118	108	14	99
CC(Sc1ccccn1)C(=O)Nc1ccc(S(N)(=O)=O)cc1 (stereo not drawn)	103	0	0	104	101	98	-3	98
Cc1ccc(-c2csc(NC(=O)CSc3nc4ccccc4c(=O)n3CCCN(C)C)n2)cc1	104	22	0	107	100	97	-2	101
O=C(O)C1CC(=O)N(c2ccc(OCc3c(F)cccc3Cl)cc2)C1 (stereo not drawn)	106	11	0	110	120	109	-1	99
CNC(=O)c1[nH]cnc1C(=O)Nc1ccccc1OC	93	3	1	91	107	97	1	94
COc1ccc(NC(=O)N(C)C[C@H]2Oc3ccc(NC(=O)C4CC4)cc3CC(=O)N([C@@H](C)CO)C[C@@H]2C)cc1	107	16	1	111	105	99	nt	105
Cc1cc(C)n(CC(=O)NC2CCCN(Cc3ccc(Cl)cc3)C2)n1 (stereo not drawn)	96	1	0	86	92	94	0	98
O=C(CSc1cccc(C(F)(F)F)c1)Nc1ccc(N2CCOCC2)cc1	93	5	1	91	102	93	-2	104
Cc1ccccc1/C=N/Nc1ccc(Cl)nn1	92	11	0	90	99	93	13	101
O=C(Nc1ccc2c(c1)C(=O)N(CC1CCCO1)C2=O)c1cccc(Br)c1 (stereo not drawn)	102	-4	0	89	102	110	5	104
O=C1OC(CCl)CN1Cc1ccc([N+](=O)[O-])cc1 (stereo not drawn)	nt	-1	0	nt	102	nt	-10	99
O=C1NC2CCc3nc4ccccc4c(=O)n3C2=Nc2ccccc21 (stereo not drawn)	109	10	0	105	109	115	134	103
Cc1ccc(-c2nnc3n2N=C(c2ccc(Br)cc2)CS3)cc1	100	20	0	97	104	98	-5	97
O=c1[nH]cnc2c1ncn2Cc1ccc([N+](=O)[O-])cc1	94	1	0	87	93	98	3	100
Cc1cc2c(NC(=O)CCCC(=O)O)cccc2nn1	113	6	0	114	98	102	-3	104
Cc1cc(C)c2c3c(sc2n1)C(c1cccc(F)c1)C(C#N)=C(N)O3 (stereo not drawn)	80	-16	nt	107	101	91	4	93
Cc1nn(Cc2ccc(F)cc2)c(Cl)c1/C=N/NC(=O)c1cccnc1	104	2	2	95	110	103	0	107
Brc1ccc(-c2nn3c(Cc4ccccc4)nnc3s2)o1	91	-12	4	98	100	81	-3	96
CCN1CCN(c2c(S(=O)(=O)c3ccc(C)c(C)c3)cnc3ccc(F)cc23)CC1	95	-8	0	114	101	98	-8	102
CCCc1c(C(=O)N/N=C/c2ccc(OC)c(OCc3ccccc3)c2)nnn1-c1nonc1N	100	7	0	95	100	97	-17	102
O=C(NCc1ccc(F)cc1)C1CCCN(C(=O)Nc2ccccc2)C1 (stereo not drawn)	106	-30	2	105	111	96	5	100
Cc1ccc2c(c1)C(c1ccccc1)N(C(=O)c1cccc([N+](=O)[O-])c1)CC(=O)N2 (stereo not drawn)	?	-7	5	98[may fluoresce red and violet]	?	?	2	?
CN(Cc1ccc(F)cc1)Cc1nc(-c2cnccn2)no1	93	-1	3	92	98	95	0	94
COc1ccc(/C=C/C(=O)N2CCCc3ccccc32)cc1	93	11	0	97	98	95	2	104
CCOc1ccccc1-n1c(SCC(=O)N2CCCc3ccccc32)nnc1-c1cccnc1	100	20	0	96	103	97	5	101
CN1CCC(OC(=O)c2ccccc2)CC1	110	-12	3	111	107	112	-14	106
Cc1ccc(C)c(NC(=O)CN(C)C(=O)C2CCCC2)c1	93	4	3	100	102	102	-8	97
COc1cc2c(=O)n(CC3CCCO3)c(=O)n(CC(=O)Nc3cccc(Cl)c3)c2cc1OC (stereo not drawn)	96	-13	3	93	101	94	-7&5	100
COc1cc(C(=O)N/N=C/c2cc([N+](=O)[O-])cs2)cc(OC)c1OC	99	-13	2	89	89	109	-3	100
CC(C)S(=O)(=O)c1csc(NC(=O)Nc2cccc([N+](=O)[O-])c2)c1Cl	115	11	1	107	102	104	5	102
COC(=O)c1c(-c2c(Cl)cccc2Cl)noc1C(=O)NN	109	10	0	116	103	99	4	102
CCOc1ccc(N=C2NC(=O)S/C2=C\c2ccc(Cl)cc2)cc1	102	-6	0	104	105	102	11	100
Clc1ccc(OCCSc2ncccn2)c2ccccc12	103	-57	1	102	107	104	7	99
CC1=NN(c2ccc(C)c(C)c2)C(=O)/C1=C\C=C\c1ccc([N+](=O)[O-])o1	95	-274	0	112	98	100	nt	100
Cc1nn(C)cc1C1Nc2ccccc2C(=O)N1O (stereo not drawn)	104	-3	0	98	102	99	-1	101
Cc1cccc(C(=O)N2CCN=C2SCc2ccc([N+](=O)[O-])cc2)c1	97	6	2	114	96	86	-22	95
CC(C)C(c1nnnn1Cc1ccccc1)N1CCC(C(N)=O)CC1 (stereo not drawn)	96	5	2	100	100	95	0	97
N#Cc1cc(C(=O)c2cc(F)ccc2O)cn(-c2nccs2)c1=O	83	-41	0	78	108	100	1	110
C/C(=N\NC(=O)c1cccc(F)c1)c1cccc(NC(=O)c2ccc(F)cc2)c1	100	4	1	94	104	103	2	101
Cc1ccc(NC(=O)CSc2nnc(NC(=O)c3ccc(S(=O)(=O)N4CCOCC4)cc3)s2)cc1	107	0	1	98	105	104	6	104
O=C(CSc1nnnn1CCCO)Nc1ccc2c(c1)OCO2	99	3	0	104	105	101	14	100
Cc1ccc(S(=O)(=O)N2CCCCC2c2cccnc2)c(C)c1C (stereo not drawn)	104	1	1	92	105	97	-4	109
CC1(C)S[C@@H]2[C@H](NC(=O)[C@H](N)c3ccccc3)C(=O)N2[C@H]1C(=O)OC1OC(=O)c2ccccc21 (stereo partly drawn)	102	37	0	111	98	98	nt	100

Exported as labelled records: 2 of the compounds above.
> O=C(CSc1nnnn1CCCO)Nc1ccc2c(c1)OCO2
  AGP1 TOR yeast: 99	VLA-4 inh: 3	GRK2 inh: 0	LAP4 TOR yeast: 104	MEP2-GFP yeast: 105	CIT2 TOR yeast: 101	JMJD2C inh: 14	RPL19A-GFP yeast: 100

> N#Cc1cc(C(=O)c2cc(F)ccc2O)cn(-c2nccs2)c1=O
  AGP1 TOR yeast: 83	VLA-4 inh: -41	GRK2 inh: 0	LAP4 TOR yeast: 78	MEP2-GFP yeast: 108	CIT2 TOR yeast: 100	JMJD2C inh: 1	RPL19A-GFP yeast: 110

The list continues.
SMILES	AGP1 TOR yeast	VLA-4 inh	GRK2 inh	LAP4 TOR yeast	MEP2-GFP yeast	CIT2 TOR yeast	JMJD2C inh	RPL19A-GFP yeast
CC(NCc1ccccc1Cl)C(=O)Nc1ccc(S(=O)(=O)N2CCCC2)cc1 (stereo not drawn)	104	-5	0	108	130	88	7	106
O=C(N/N=C/c1ccoc1)c1ccc(Cl)cc1Cl	94	16	9	97	94	104	6	100
COc1ccc(/C=C2\Oc3cc(OC(=O)N4CCOCC4)ccc3C2=O)c(OC)c1	96	-1	6	109	92	83	-22	93
CCn1c(CNC(=O)c2ccc(OC)cc2)nnc1SC	101	-14	0	91	91	95	3	102
CCCS(=O)(=O)N1CCc2ccc(NC(=O)c3ccccc3Cl)cc2C1	98	5	2	80	90	94	-42	100
COc1cc2c(C(=O)N3CCOCC3)c(CSc3ccccc3)n(C)c2cc1Br	105	2	3	105	109	101	2	99
Cn1cccc1/C=C1\SC(=Nc2cccc(O)c2)NC1=O	99	-30	4	108	103	110	5	97
N#CC1=C(N)N(c2ccccc2)C2=C(C(=O)CCC2)C1c1ccccc1 (stereo not drawn)	93	-8	0	92	103	86	10	94
CCn1c(SCc2cccc(C(=O)O)c2)nnc1-c1ccc(Cl)cc1	101	1	0	97	104	101	0	102
OC(c1ccc2c(c1)OCO2)c1nccc2ccccc12 (stereo not drawn)	112	-12	3	105	98	109	-9	102
COc1cc(C(=O)Nc2nnc(CC(=O)N3CCOCC3)s2)cc(OC)c1OC	105	5	0	104	110	105	-3	101
COC(=O)/C(N=Nc1c(C)n(C)n(-c2ccccc2)c1=O)=C(\C)O	102	-4	1	93	100	99	-7	99
CC(C)Cn1cnc2sc3c(c2c1=N)CCCC3	101	-1	3	94	102	103	-9	99
C[C@@H](CO)NC(=O)c1ccc2c3n(nc2c1)-c1ccccc1CO3	93	8	4	108	94	93	3	103
CNCc1ccccc1OCC(=O)Nc1ccccc1OC	111	-6	3	102	113	105	1	102
COc1ccc(/C=N/NS(=O)(=O)c2ccc(F)cc2)cc1CN1CCSCC1	97	4	1	106	105	98	3	96
Cc1cccc(Cn2c(C(C)O)nc3ccccc32)c1 (stereo not drawn)	101	-4	2	102	99	95	-4&-17	98
O/C(=C\c1ccc2ccccc2n1)c1ccncc1	94	5	1	109	114	97	-6	98
Cc1ccc(NC(=O)CC2OC(=O)c3ccccc32)cc1S(=O)(=O)N1CCCCCC1 (stereo not drawn)	96	-3	0	93	97	87	4	94
Cc1ccc(S(=O)(=O)N2CCN(C(=O)CCn3nc(C)c(C)c3C)CC2)cc1	98	-6	2	86	98	109	-3	101

12 compounds out of the list, ordered by length of the SMILES, ascending:
SMILES	AGP1 TOR yeast	VLA-4 inh	GRK2 inh	LAP4 TOR yeast	MEP2-GFP yeast	CIT2 TOR yeast	JMJD2C inh	RPL19A-GFP yeast
CNCc1ccccc1OCC(=O)Nc1ccccc1OC	111	-6	3	102	113	105	1	102
O/C(=C\c1ccc2ccccc2n1)c1ccncc1	94	5	1	109	114	97	-6	98
Cc1cccc(Cn2c(C(C)O)nc3ccccc32)c1 (stereo not drawn)	101	-4	2	102	99	95	-4&-17	98
OC(c1ccc2c(c1)OCO2)c1nccc2ccccc12 (stereo not drawn)	112	-12	3	105	98	109	-9	102
Cn1cccc1/C=C1\SC(=Nc2cccc(O)c2)NC1=O	99	-30	4	108	103	110	5	97
CCn1c(SCc2cccc(C(=O)O)c2)nnc1-c1ccc(Cl)cc1	101	1	0	97	104	101	0	102
CCCS(=O)(=O)N1CCc2ccc(NC(=O)c3ccccc3Cl)cc2C1	98	5	2	80	90	94	-42	100
C[C@@H](CO)NC(=O)c1ccc2c3n(nc2c1)-c1ccccc1CO3	93	8	4	108	94	93	3	103
N#CC1=C(N)N(c2ccccc2)C2=C(C(=O)CCC2)C1c1ccccc1 (stereo not drawn)	93	-8	0	92	103	86	10	94
COc1cc(C(=O)Nc2nnc(CC(=O)N3CCOCC3)s2)cc(OC)c1OC	105	5	0	104	110	105	-3	101
Cc1ccc(S(=O)(=O)N2CCN(C(=O)CCn3nc(C)c(C)c3C)CC2)cc1	98	-6	2	86	98	109	-3	101
Cc1ccc(NC(=O)CC2OC(=O)c3ccccc32)cc1S(=O)(=O)N1CCCCCC1 (stereo not drawn)	96	-3	0	93	97	87	4	94

Bioassay records (PubChem)
